FAS-TE inh – FAS thioesterase (human) inhibition. inhibition, % at 15 µM. recombinant FAS-TE, OMFH fluorogenic substrate, fluorescence endpoint. hit rate 0.67% among 360,000;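 active means compounds whose normalised, plate-corrected inhibition of enzyme fluorescence in the single-dose primary screen is 50% or more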;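 further: 0% = DMSO with enzyme and 100% = substrate without enzyme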
Rpn11 block – inhibitors of human proteasome Rpn11 | human 26S proteasome, Ub4-pepOG fluorescence polarization; 20S core pre-blocked with epoxomicin | calls only at 20 µM | hit rate 0.59% among 360,000 | AID 588493;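 active means inhibition at 20 µM, scaled to each plate's controls, above about 33%, limit read from the data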
Target sequence (O00487 whole entry, looked up): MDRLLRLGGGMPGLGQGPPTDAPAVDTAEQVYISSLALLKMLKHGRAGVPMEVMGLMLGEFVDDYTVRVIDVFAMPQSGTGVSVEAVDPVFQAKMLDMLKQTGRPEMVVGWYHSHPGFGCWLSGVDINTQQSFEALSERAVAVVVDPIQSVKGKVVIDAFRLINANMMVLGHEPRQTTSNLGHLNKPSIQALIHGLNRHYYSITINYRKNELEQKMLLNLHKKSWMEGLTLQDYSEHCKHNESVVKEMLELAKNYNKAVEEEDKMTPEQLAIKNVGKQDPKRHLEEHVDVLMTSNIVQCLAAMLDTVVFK
MT1-MMP act inh – MT1-MMP (human) activation inhibition; P50281; hit rate 0.061% among 360,000; GFP/RFP ratio change, % at 20 µM; HT1080 RFP-PRO-GFP cells, GFP/RFP ratio fluorescence, overnight; percent of plate control window, DMSO zero;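 active means GFP/RFP ratio change of at least 30% with cell ATP level not reduced by more than half and red fluorescence within 50% of control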; further: strong numbers were not always called active
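Assay system – RFP-PRO-GFP reporter HT1080 cells · Compound dosing – single dose of 20 µM compound, 1% DMSO final · Incubation – overnight compound exposure at 37 °C · Measure – GFP/RFP fluorescence ratio · Benchmarks – DMSO wells and RFP-L50D-GFP cells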
Neddylation inh – inhibitors of human cullin neddylation; P61081+Q13564; TR-FRET cullin neddylation, biochemical; hit rate 0.58% among 360,000; calls only at 25 µM; in the data active means inhibition above about 36%
PABP1 MLLE inh – inhibitors of microRNA-mediated deadenylation, human PABP1 MLLE binding. GST-MLLE / FITC-PAM2 fluorescence polarization. inhibition, % at 20 µM. hit rate 0.36% among 360,000. AID 588489; in the data active means inhibition above about 35%, passing the limit was not always enough;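 further: plate controls were DMSO wells with GST-MLLE for no effect and wells lacking GST-MLLE protein for full effect; some results filed as inactive read as strong as hits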
CSN deneddyl inh – inhibitors of human CSN-mediated cullin deneddylation | Purified CSN, SCF-Nedd8-OG deneddylation, fluorescence polarization | inhibition, % at 12.5 µM | Q92905 | hit rate 0.38% among 360,000;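 active means pattern-corrected inhibition above about 35%, with an unprinted fluorescence ratio check between 0.5 and 1.5, limit read from the data, passing the limit was not always enough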;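 further: 0% = enzyme with substrate and 100% = substrate without enzyme; some results filed as inactive read as strong as hits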
Target sequence (Q92905 whole entry, looked up, one chain of several): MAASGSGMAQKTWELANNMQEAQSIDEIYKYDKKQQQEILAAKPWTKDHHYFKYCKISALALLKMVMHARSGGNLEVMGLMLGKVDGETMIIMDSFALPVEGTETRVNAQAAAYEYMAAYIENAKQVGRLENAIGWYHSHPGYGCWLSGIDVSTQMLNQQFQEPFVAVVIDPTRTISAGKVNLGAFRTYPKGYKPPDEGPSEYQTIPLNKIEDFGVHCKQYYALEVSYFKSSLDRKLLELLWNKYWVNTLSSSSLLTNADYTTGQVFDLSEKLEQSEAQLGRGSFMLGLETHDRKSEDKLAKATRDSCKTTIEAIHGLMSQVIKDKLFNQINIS
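Detection – fluorescence polarization · System – HEK293T-derived human Csn5 enzyme · Controls – substrate-only high control, full reaction low control · Timing – 90 min, room temperature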
NadD inh – NadD (S. aureus) enzyme inhibition; inhibition, % at 20 µM; purified NadD enzyme, colorimetric absorbance read-out; AID 602399; hit rate 0.78% among 360,000; in the data active means inhibition above about 26%; further: some compounds past the cut are filed as inactive
SKN-1 inh – inhibitors of C. elegans SKN-1; C. elegans VP596 Pgst-4::GFP/RFP ratio, acrylamide-induced, 24 h; inhibition, % at 21.8 µM; hit rate 0.49% among 360,000;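 active means interference check ratio from 0.5 to 1.5 plus GFP to RFP signal ratio inhibition reaching or exceeding a fixed threshold, cut at about 30% in these data, passing the limit was not always enough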; further: some compounds called inactive have numbers as strong as hits
Rin1-Abl PPI inh – blocks binding of human Rin1 to Abl | P00519+Q13671 | TR-FRET Rin1/Abl binding, biochemical | inhibition, % at 7.35 µM | hit rate 0.4% among 360,000; in the data active means inhibition above about 5%, passing the limit was not always enough
Active calls of the source: *; i = inactive; x = not tested or not shown; + = active, no number.

SMILES | FAS-TE inh | Rpn11 block | MT1-MMP act inh | Neddylation inh | PABP1 MLLE inh | CSN deneddyl inh | NadD inh | SKN-1 inh | Rin1-Abl PPI inh
CCCCNC(=O)N1CCCC(N(C)CCc2ccc(OC)c(OC)c2)C1 (centres undefined) | -1 | i | 2 | i | 2 | 0 | 3 | 17 | -1
COC(=O)c1c(-c2ccccc2)csc1N | -3 | i | 6 | i | 19 | 1 | 4 | 1 | -1
Cc1ccc(-c2cnco2)cc1 | -3 | i | -1 | i | -9 | 2 | 0 | 1 | 3
CCOc1ccc(CCNC(=O)COC(=O)c2nn(C)c(=O)c3ccccc23)cc1OCC | -5 | i | 2 | i | 17 | 0 | -6 | -14 | 3
COc1ccc(N/C(=N/c2nc(C)cc(C)n2)NC(=O)c2ccccc2)cc1 | -1 | i | 1 | i | -13 | 3 | -1 | -6 | -1
O=C(Nc1ccc(Cl)cc1)C(Cl)C(=O)c1ccccc1 (centres undefined) | 77* | i | -5 | i | 32 | -2 | -2 | 12 | 1
Cc1ccc(NC(=O)/C=C\C(=O)NCC(=O)O)cc1 | -2 | i | 2 | i | 12 | -3 | 0 | 13 | 0
CCOc1ccc(NC2=NC(C(=O)NCc3ccccc3)CC(=O)N2)cc1 (centres undefined) | -7 | i | -8 | i | 6 | 0 | 4 | 0 | -3
CCOCC(=O)Nc1ccc(S(=O)(=O)NCCc2ccccc2)cc1 | -9 | i | 3 | i | -7 | -1 | -3 | 12 | 1
O=C(COC(=O)c1ccc2c(=O)n3c(nc2c1)CCC3)Nc1ccc(OC(F)F)cc1 | 14 | i | -1 | i | -9 | -7 | 6 | 2 | -1
COCCCNC(=O)c1ccc(CS(=O)(=O)c2cccc(C(F)(F)F)c2)o1 | -5 | i | 4 | i | -16 | -1 | 0 | 15 | 0
Cc1ccc(/C(O)=C2\C(=O)C(=O)N(c3cc(C)on3)C2c2cccc(Cl)c2)cc1 (centres undefined) | -1 | i | -2 | i | -9 | -4 | 11 | -5 | 0
CCOc1cc(C)nc(N2CCN(C3CCCCC3)CC2)n1 | -6 | i | -6 | i | 6 | 6 | 3 | 6 | 2
O=C(COC(=O)c1ccccc1Cl)NC(=O)NCc1ccccc1 | 8 | i | 0 | i | -7 | -7 | 1 | 4 | 3
O=C(CSc1ncn(-c2ccccc2)n1)Nc1nncs1 | -6 | i | -2 | i | 0 | 5 | -3 | -2 | -3
Cc1cccc(NC(=S)N(CCCN(C)C)Cc2cc3cc4c(cc3[nH]c2=O)OCO4)c1 | -2 | i | -9 | i | -112 | -10 | -7 | -4 | 0
Cc1ccc(NC(=O)C2CCN(S(C)(=O)=O)CC2)cc1C | -8 | i | 3 | i | 7 | -1 | -5 | -13 | 2
Cc1nc2c3cnn(-c4ccccc4)c3ncn2n1 | -10 | i | 1 | i | -10 | -1 | -3 | 0 | -2
COCCNC(=O)c1cc(-c2ccccc2C)n(CC2CC(c3cccc([N+](=O)[O-])c3)=NO2)n1 (centres undefined) | 23 | i | 0 | i | -3 | 0 | -2 | 3 | 5
O=C(CCS(=O)(=O)c1ccc(Br)cc1)Nc1ccc(Br)cc1F | -4 | i | 3 | i | -5 | 2 | -11 | 11 | -1
O=C(c1cccc(S(=O)(=O)N2CCOCC2)c1)N1CCC(Cc2ccccc2)CC1 | 2 | i | 2 | i | -8 | -1 | -4 | 1 | 2
COc1ccc(-c2ccc3[nH]c4c(c3c2)CCN2C[C@@H]([C@H](C)O)[C@@H](N(C)C(=O)Nc3cc(Cl)cc(Cl)c3)C[C@@H]42)cc1 | 25 | + | -15 | i | -28 | 7 | 22 | 24 | -2
O=C(Nc1ccccc1N1CCOCC1)C1CCCO1 (centres undefined) | -4 | i | -1 | i | -1 | -5 | -6 | -26 | 4
COc1cc2c(cc1OC)CN(C(=O)C1CCN(S(=O)(=O)c3ccccc3F)CC1)CC2 | -5 | i | 0 | i | -21 | -2 | 4 | -5 | 2
Cc1ccc(CNc2cc(-c3nn4c(C)nnc4s3)ccc2C)s1 | 10 | i | -2 | x | -30 | 8 | 1 | 6 | -1
O=c1c2ccccc2n2c(-c3ccc(F)cc3)nnc2n1Cc1ccccc1 | -8 | i | 3 | i | -15 | 2 | 2 | 6 | -1
O=C(O)Cc1sc(-c2ccccc2)nc1-c1ccccc1 | -8 | i | -1 | i | 11 | 5 | 0 | -7 | -3
O=c1c(C=NCCCn2ccnc2)c(-c2ccccc2)[nH]n1-c1nc2ccccc2s1 | -8 | i | 1 | i | -5 | 5 | 17 | -7 | 1
CC(C)c1ccc(/C=c2\sc3nc(-c4ccncc4)nn3c2=O)cc1 | -9 | i | -4 | i | 14 | 1 | 20 | -15 | -1
CC(C)C[C@H](NC(=O)c1[nH]cnc1C(=O)Nc1ccc(CNC(=O)OC(C)(C)C)cc1)C(=O)OC(C)(C)C | 14 | i | -22 | i | 3 | -6 | 17 | 3 | -1
CCN1CCN(Cc2ccc(OCc3ccccc3)cc2)CC1 | -5 | i | 4 | i | 4 | 3 | -10 | 9 | -1
CCOC(=O)C1=C(c2ccccc2)NC(=O)NC1c1cc(OCC)c(O)c([N+](=O)[O-])c1 (centres undefined) | -2 | i | 1 | i | -10 | -1 | -6 | 22 | -3
O=C(O)c1cc2c(ccc3ccccc32)oc1=O | -7 | i | 0 | x | 4 | -2 | -1 | -13 | -2
O=C(NCc1cc(C(F)(F)F)cc(C(F)(F)F)c1)C1CC(c2cccc([N+](=O)[O-])c2)=NO1 (centres undefined) | 6 | i | 7 | i | -2 | 0 | -2 | -6 | 2
CCN(CC)S(=O)(=O)N1CCC(C(=O)NC(C)CCc2ccccc2)CC1 (centres undefined) | -5 | i | 8 | i | -3 | 2 | -4 | 5 | 5
COc1nc(C)nc2c1ccc1ccccc12 | 4 | i | 2 | i | -8 | -5 | 0 | -19 | -1
Cc1ccc(S(=O)(=O)N2CC(C(=O)O)=CC[C@H]2c2ccc3c(c2)OCO3)cc1 | -4 | i | 1 | i | -1 | 6 | -4 | 10 | -1
CN(CC/C=C1/c2ccccc2CSc2ccccc21)CCCO | -13 | i | 1 | i | -2 | 4 | -9 | 4 | 1
CN1CCN(C(=O)c2cnn(-c3ccccc3)c2NC(=O)c2ccccc2Cl)CC1 | -6 | i | 4 | i | 4 | 5 | -3 | 5 | -2
C#CCOCCOCCOCCNc1nc(N2CCOCC2)nc(N2CCN(C(=O)[C@H]([C@@H](C)CC)n3cc(CCCCN)nn3)CC2)n1 | -16 | i | 0 | i | 2 | 1 | -6 | 11 | 0
Cc1c(C(=O)NC2CCCC2)oc2ccccc12 | 5 | i | -1 | i | 4 | 5 | -10 | 16 | 4
O=C(NS(=O)(=O)Nc1ccc(Br)cn1)c1c[nH]c2ccccc12 | -8 | i | 0 | i | -5 | 0 | 1 | 7 | 0
CC1Sc2n(c3ccccc3[n+]2C)N=C1c1ccccc1 (centres undefined) | -4 | i | -5 | i | 8 | -1 | -2 | -6 | -4
COc1ccc(NC(=S)Nc2ccc3nsnc3c2)cc1 | 1 | i | -10 | i | 29 | 49* | -1 | -6 | 0
COc1cccc(-n2nc(C#N)c(Cl)cc2=O)c1 | 14 | i | 15 | i | -7 | 10 | 1 | -3 | 0
Cc1ncc([N+](=O)[O-])n1CC(=O)Nc1cccc(C(F)(F)F)c1 | -3 | i | 4 | i | 11 | 0 | 7 | -8 | -4
C/C(=N\NC(=O)c1cccc(S(=O)(=O)N2CCCCC2)c1)c1ccc(C)o1 | -1 | i | 0 | i | -7 | -4 | 4 | 0 | 4
O=C(NC(=S)Nc1cc(Cl)ccc1Cl)c1ccco1 | -1 | i | 0 | i | 28 | 1 | -6 | -7 | -2
Cc1ccc(-n2c(SCC(=O)NCC3CCCO3)nnc2-c2ccoc2C)cc1 (centres undefined) | -3 | i | -2 | i | -3 | 2 | -4 | 12 | -3
O=C(COC(=O)CCC(=O)c1ccc(F)cc1)Nc1ccc(F)cc1F | 2 | i | -2 | i | -3 | 2 | -2 | -7 | -2
CN(C)CCCn1c2c(c(SCC(=O)Nc3cccc4ccccc34)nc1=O)CCC2 | -7 | i | -1 | i | 13 | 2 | -4 | -9 | -2
CCCC(=O)Nc1sc2c(c1C(=O)OCC)CC(C)(C)OC2 | -2 | i | -1 | i | -4 | -2 | -4 | -3 | -2
O=C(c1ccc2c(c1)OCO2)C1CCCN(Cc2cccn2-c2cccnc2)C1 (centres undefined) | 2 | i | 1 | i | -6 | -3 | -11 | 5 | 2
CNC(=O)C(C)Sc1ccc(S(=O)(=O)N2CCOCC2)cn1 (centres undefined) | -9 | i | 4 | i | -10 | -3 | 2 | -2 | -3
Cc1cc(OC(=O)c2ccccc2Cl)c([N+](=O)[O-])c(=O)[nH]1 | -2 | i | 3 | i | -7 | 9 | 5 | 5 | -2
NC(=O)c1ccc(NC(=O)c2cncn2-c2ccccc2)cc1 | -5 | i | -1 | i | -18 | 6 | -10 | 12 | 1
C=CCOc1ccc(CNc2nccs2)cc1OC | -7 | i | -1 | i | -12 | -3 | 4 | 12 | 0
CC(C)(C)C(=O)C[n+]1ccc(C(N)=O)cc1 | -12 | i | 1 | i | 17 | 2 | -5 | 10 | -2
CN(C)S(=O)(=O)c1ccc(NC(=O)N2CCN(c3ccccc3)CC2)cc1 | -5 | i | 14 | i | 4 | 2 | 3 | 3 | 0
CCCCc1cc(=O)oc2cc(OCC(=O)NCc3ccccn3)ccc12 | 0 | i | 0 | i | 12 | 0 | 6 | 5 | 0
More entries follow:
SMILES | FAS-TE inh | Rpn11 block | MT1-MMP act inh | Neddylation inh | PABP1 MLLE inh | CSN deneddyl inh | NadD inh | SKN-1 inh | Rin1-Abl PPI inh
COc1ccc([N+](=O)[O-])cc1NC(=O)COC(=O)Cn1cnc2ccccc2c1=O | 6 | i | 2 | i | -12 | 1 | -2 | 4 | -3
COc1ccc(CC(=O)N2CCN(S(=O)(=O)c3cc(Cl)ccc3Cl)CC2)cc1 | 10 | i | 0 | i | 8 | 2 | -5 | 5 | -1
CCOc1ccc(/C=C(/NC(=O)c2ccc(Cl)cc2)C(=O)O)cc1OCC | -2 | i | -10 | i | -6 | -1 | 0 | 2 | 1
Cc1[nH]c2c(Br)cccc2c1[C@H]1[C@@H](CC#N)C1(C)C | 19 | i | -7 | i | -6 | 2 | -5 | 5 | -3
c1ccc(-c2csc3ncnc(-n4cnc5ccccc54)c23)cc1 | 8 | i | 0 | i | 0 | 1 | 1 | -26 | 3
O=C(Nc1ccccc1)/C(=C/c1ccccc1)c1ccccc1 | 17 | i | -1 | i | 3 | 6 | -8 | 9 | -3
